# Screens as filed in PubChem BioAssay.
# TcdB inh: TcdB glycohydrolase inhibitors, primary screen, biochemical, single point, plate reader; Toxin B (Clostridioides difficile), P18177; TcdB glycohydrolase enzymatic assay; inhibition, % at 9.99 µM; 350,000 tested, 0.24% active; AID 652162, 2013; in the data active = inhibition above about 10%
# * = called active by the depositor; & = joins results of further samples. A portion of the library; the hit share may differ from the screen's.
1: Cc1ccc(S(=O)(=O)N(C)C[C@H]2Oc3ccc(NC(=O)NC4CCCCC4)cc3C(=O)N([C@H](C)CO)C[C@H]2C)cc1
  TcdB inh = 0.4

2: OC[C@H]1[C@@H](c2ccc(Br)cc2)[C@@H]2CN(Cc3ccccn3)CCCCN12
  TcdB inh = -0.4

3: Cc1ccc(S(=O)(=O)Nc2cccc3c2O[C@@H](CN(C)Cc2ccc4c(c2)OCO4)[C@H](C)CN([C@@H](C)CO)C3=O)cc1
  TcdB inh = -0.5

4: Cc1ccc(S(=O)(=O)N(C)C[C@@H]2OCCCC[C@@H](C)Oc3ccc(NC(=O)CCC(F)(F)F)cc3C(=O)N([C@@H](C)CO)C[C@H]2C)cc1
  TcdB inh = -0.2

5: C[C@@H](NC(=O)[C@@H]1N[C@@H]2c3ccc(-c4ccncc4)c(=O)n3C[C@@H]2[C@H]1CO)c1ccccc1
  TcdB inh = 0.5

6: CO[C@@H]1CN(C)C(=O)c2ccc(NC(C)=O)cc2OC[C@H](C)N(Cc2ccccn2)C[C@@H]1C
  TcdB inh = 0.3

7: COc1ccc(S(=O)(=O)Nc2ccc3c(c2)C(=O)N([C@@H](C)CO)C[C@H](C)[C@H](CN(C)C(=O)c2ccncc2)OCCCC[C@@H](C)O3)cc1
  TcdB inh = 0.1

8: Cc1noc(C)c1NC(=O)N(C)C[C@H]1Oc2ccc(NC(=O)NC3CCCCC3)cc2CC(=O)N([C@@H](C)CO)C[C@H]1C
  TcdB inh = -1.4

9: COC(=O)[C@H](Cc1ccccc1)N1CC(N2CCCC2)CS1(=O)=O (some centres not stated)
  TcdB inh = -0.4

10: N#C[C@H]1[C@H](c2ccccc2-c2ccccc2F)[C@H](CO)N1C(=O)C1CC1
  TcdB inh = -1.1

11: CCC(=O)N(C)C[C@H]1Oc2cc(Br)ccc2S(=O)(=O)N([C@H](C)CO)C[C@@H]1C
  TcdB inh = 0.4

12: Cc1noc(C)c1S(=O)(=O)Nc1ccc2c(c1)CC(=O)N([C@@H](C)CO)C[C@@H](C)[C@H](CN(C)S(=O)(=O)c1ccc(F)cc1)O2
  TcdB inh = 2.3

13: O=C(Cc1ccncc1)NCC[C@H]1CC[C@@H](NC(=O)C2CCCCC2)[C@@H](CO)O1
  TcdB inh = -2.1

14: C[C@@H]1CN([C@@H](C)CO)C(=O)Cc2cc(NS(=O)(=O)c3cccs3)ccc2O[C@@H]1CN(C)CC1CCCCC1
  TcdB inh = -0.3

15: C[C@@H]1CN([C@H](C)CO)C(=O)CCCn2cc(nn2)CO[C@H]1CN(C)CC1CCCCC1
  TcdB inh = -0.6

16: C[C@H](NC(=O)C[C@H]1C[C@@H]2c3cc(NS(C)(=O)=O)ccc3O[C@@H]2[C@H](CO)O1)c1ccccc1
  TcdB inh = 0.0

17: COc1ccc(C#Cc2cnc3c(c2)C(=O)N([C@H](C)CO)C[C@@H](C)[C@@H](CN(C)C)O3)cc1
  TcdB inh = 1.0

18: C[C@H](CO)N1C[C@H](C)[C@H](CN(C)S(=O)(=O)c2ccc(F)cc2)OCCCC[C@H](C)Oc2ccc(NS(C)(=O)=O)cc2C1=O
  TcdB inh = 0.4

19: C[C@@H]1CCCCO[C@@H](CN(C)Cc2ccc3c(c2)OCO3)[C@@H](C)CN([C@H](C)CO)C(=O)c2cc(NC(=O)CCCCCC(=O)Nc3ccccc3N)ccc2O1
  TcdB inh = -1.8

20: O=C(C[C@H]1CC[C@@H](NC(=O)Nc2ccc3c(c2)OCO3)[C@@H](CO)O1)NCc1ccc(Cl)cc1
  TcdB inh = -0.2

21: CCNC(=O)[C@H]1[C@H](CO)[C@H]2Cn3c(cccc3=O)[C@@H]1N2C(=O)Nc1cc(F)ccc1F
  TcdB inh = -0.7

22: C[C@@H]1CCCCO[C@@H](CN(C)Cc2ccc(C(F)(F)F)cc2)[C@@H](C)CN([C@@H](C)CO)C(=O)c2cc(NC(=O)c3ccccc3)ccc2O1
  TcdB inh = -0.6

23: COCC(=O)N1C[C@@H](C)[C@@H](OC)CN(C)C(=O)c2cc(NC(=O)c3cnccn3)ccc2OC[C@@H]1C
  TcdB inh = -1.0

24: CCNC(=O)C[C@@H]1C=C[C@H](NC(=O)NC2CCCCC2)[C@H](CO)O1
  TcdB inh = 0.7

25: CC(C)(C)NC(=O)C(CCc1ccccc1)n1c(=O)c(-c2cc3ccccc3[nH]2)nc2ccccc21 (configuration not stated)
  TcdB inh = -0.3

26: CN(C)C(=O)c1cccc(-c2ccc([C@H]3[C@@H](CO)N4C(=O)CN(C(=O)C5CCCCC5)C[C@@H]34)cc2)c1
  TcdB inh = -1.0

27: COC(=O)[C@]12C[C@H](CC(=O)NCc3cccc(C(F)(F)F)c3)C(=O)N(Cc3ccccc3)C1=C[C@H](C1CCCC1)O[C@@H]2C
  TcdB inh = -0.1

28: C[C@H]1CN([C@@H](C)CO)C(=O)Cc2cc(NS(C)(=O)=O)ccc2O[C@@H]1CN(C)C(=O)Nc1ccc2c(c1)OCO2
  TcdB inh = -4.2

29: C[C@H]1CN([C@@H](C)CO)C(=O)Cc2cc(NC(=O)NC3CCCCC3)ccc2O[C@@H]1CN(C)S(=O)(=O)c1ccccc1
  TcdB inh = 0.4

30: COc1ccc(-c2ccc([C@H]3[C@@H](CO)N4C(=O)CN(C(=O)NC(C)C)C[C@@H]34)cc2)cc1
  TcdB inh = -11.7

31: Cc1ccccc1S(=O)(=O)N1CCCCN2[C@@H](CO)[C@@H](c3ccc(-c4cccnc4)cc3)[C@@H]2C1
  TcdB inh = -0.7

32: C[C@H](CO)N1C[C@H](C)[C@@H](CN(C)S(=O)(=O)c2ccc(F)cc2)Oc2cc(C3=CCCCC3)ccc2S1(=O)=O
  TcdB inh = 1.3

33: CN1c2ccc(-c3cccc(F)c3)cc2[C@@H]2[C@@H](CCN2S(=O)(=O)c2cccc(F)c2)[C@@H]1CO
  TcdB inh = -1.1

34: Cc1ccc(S(=O)(=O)Nc2cccc3c2O[C@@H](CN(C)S(=O)(=O)c2ccc(C)cc2)[C@H](C)CN([C@@H](C)CO)C3=O)cc1
  TcdB inh = -0.5

35: CC(C)NC(=O)N(C)C[C@H]1Oc2ncc(C#Cc3ccncc3)cc2C(=O)N([C@H](C)CO)C[C@@H]1C
  TcdB inh = -0.6

36: Cc1noc(C)c1NC(=O)N(C)C[C@@H]1Oc2c(NS(C)(=O)=O)cccc2C(=O)N([C@H](C)CO)C[C@@H]1C
  TcdB inh = -4.8

37: CC(C)NC(=O)Nc1ccc2c(c1)CC(=O)N([C@@H](C)CO)C[C@H](C)[C@@H](CN(C)Cc1ccc(Oc3ccccc3)cc1)O2
  TcdB inh = 1.5

38: COCC(=O)N[C@H]1CC[C@H](CC(=O)NCc2ccccc2OC)O[C@@H]1CO
  TcdB inh = 0.4

39: CC(=O)N1CC2(C1)[C@H](c1ccc(-c3cccc(C#N)c3)cc1)[C@H](CO)N2CCC(F)(F)F
  TcdB inh = -0.7

40: COc1ccccc1C#Cc1ccc([C@@H]2[C@H]3CN(CCC(F)(F)F)CCCCN3[C@H]2CO)cc1
  TcdB inh = -0.4

41: COc1cccc(-c2cnc3c(c2)C(=O)N([C@H](C)CO)C[C@H](C)[C@H](CN(C)C(=O)CC2CC2)O3)c1
  TcdB inh = 0.6

42: C/C=C/c1ccc2c(c1)O[C@@H](CN(C)C(=O)c1ccccc1F)[C@@H](C)CN([C@@H](C)CO)S2(=O)=O
  TcdB inh = -0.1

43: C[C@@H]1CN([C@H](C)CO)C(=O)c2cc(/C=C/c3ccccc3)cnc2O[C@H]1CN(C)C(=O)Nc1ccccc1F
  TcdB inh = 0.0

44: CCCCNC(=O)C(NC(=O)Cc1cc(OC)cc(OC)c1)C(=O)c1ccccc1 (configuration not stated)
  TcdB inh = 0.4

45: CO[C@@H]1CN(C)C(=O)c2ccc(NC(=O)Nc3ccc(F)cc3)cc2OC[C@@H](C)NC[C@@H]1C
  TcdB inh = -0.3

46: C[C@@H]1CN([C@@H](C)CO)C(=O)Cc2cc(N(C)C)ccc2O[C@H]1CN(C)C(=O)NC1CCCCC1
  TcdB inh = -20.4

47: C[C@@H]1CN([C@H](C)CO)C(=O)c2cc(/C=C/c3ccccc3)cnc2O[C@@H]1CN(C)C(=O)c1ccncc1
  TcdB inh = -0.1

48: COc1ccc(S(=O)(=O)N(C)C[C@@H]2Oc3ccc(NC(=O)Cn4cnnn4)cc3C(=O)N([C@@H](C)CO)C[C@H]2C)cc1
  TcdB inh = -12.8

49: COC(=O)C[C@H]1CC[C@@H]2[C@H](COc3ccc(NC(=O)Nc4ccc(C#N)cc4)cc3C(=O)N2C)O1
  TcdB inh = 1.9

50: O=C(C[C@H]1C=C[C@H](NC(=O)Nc2ccc(F)cc2)[C@@H](CO)O1)NCc1ccccn1
  TcdB inh = 0.6

51: C[C@@H]1CCCCO[C@@H](CN(C)Cc2ccc(Cl)c(Cl)c2)[C@@H](C)CN([C@@H](C)CO)C(=O)c2cc(NC(=O)Nc3cccc4ccccc34)ccc2O1
  TcdB inh = 0.8

52: C[C@@H]1CN([C@H](C)CO)C(=O)c2cccc(NC(=O)Nc3ccc(C(F)(F)F)cc3)c2O[C@H]1CN(C)Cc1ccc(Oc2ccccc2)cc1
  TcdB inh = 1.2

53: C[C@@H]1CCCCO[C@@H](CN(C)C(=O)Nc2cccc3ccccc23)[C@H](C)CN([C@@H](C)CO)C(=O)c2cc(NC(=O)c3ccncc3)ccc2O1
  TcdB inh = 0.6

54: COCC(=O)N1[C@@H](CO)[C@@H](c2ccccc2)C12CN(C(=O)NC1CCCC1)C2
  TcdB inh = -0.1

55: Cc1ccc(S(=O)(=O)Nc2ccc3c(c2)CC(=O)N([C@H](C)CO)C[C@H](C)[C@@H](CN(C)C(=O)Nc2ccc(C(F)(F)F)cc2)O3)cc1
  TcdB inh = 0.0

56: COc1ccc(C[C@@H]2CCc3cnnn3COC[C@H](Cc3ccccc3)NC2=O)cc1
  TcdB inh = -1.0

57: CCCNC(=O)[C@@H]1[C@@H](CO)[C@@H]2Cn3c(cccc3=O)[C@H]1N2Cc1cc(F)ccc1F
  TcdB inh = 1.0

58: COCC(=O)N1CC(=O)N2[C@H](C1)[C@@H](c1ccc(C#CC3CCCCC3)cc1)[C@@H]2CO
  TcdB inh = 2.1

59: CCNC(=O)Nc1ccc2c(c1)C(=O)N(C)[C@@H]1CC[C@@H](CC(=O)NCc3ccc(F)cc3)O[C@H]1CO2
  TcdB inh = 0.1

60: CCCC(=O)Nc1ccc2c(c1)OC[C@@H](C)N(C(=O)CC1CC1)C[C@@H](C)[C@H](OC)CN(C)C2=O
  TcdB inh = -0.5

61: O=C(C[C@H]1CC[C@H]2[C@@H](COC[C@H](O)CN2S(=O)(=O)c2ccccc2)O1)NCCN1CCCCC1
  TcdB inh = 0.1

62: O=C(C[C@H]1C[C@H]2c3cc(NC(=O)Cc4ccncc4)ccc3O[C@H]2[C@@H](CO)O1)NCCN1CCCCC1
  TcdB inh = -1.3

63: CC(C)NC(=O)Nc1ccc2c(c1)C(=O)N([C@@H](C)CO)C[C@H](C)[C@H](CN(C)C(=O)CCCN(C)C)OCCCC[C@H](C)O2
  TcdB inh = -0.2

64: Cc1cccc(-c2ccc(C3[C@@H]4CN(C(=O)Nc5ccc(C(F)(F)F)cc5)C[C@H]3N4)cc2)c1 (some centres not stated)
  TcdB inh = -1.0&0.3

65: Cn1cnc(CCNC(=O)C[C@H]2CC[C@H]3[C@@H](COC[C@@H](O)CN3C(=O)C3CC3)O2)c1
  TcdB inh = 1.0

66: CNC[C@H]1Oc2ccc(NC(=O)CCC(F)(F)F)cc2CC(=O)N([C@H](C)CO)C[C@H]1C
  TcdB inh = -0.9

67: CC(C)NC(=O)N1C[C@@H]2[C@H](c3ccccc31)[C@@H](CO)N2C(=O)c1ccccn1
  TcdB inh = 0.4

68: COCC(=O)N(C)C[C@@H]1Oc2ncc(-c3ccc(C#N)cc3)cc2C(=O)N([C@@H](C)CO)C[C@H]1C
  TcdB inh = 0.5

69: CCCNC(=O)N1[C@@H]2c3ccc(-c4ccccc4OC)c(=O)n3C[C@H]1[C@H](CO)[C@H]2C(=O)OC
  TcdB inh = 1.3

70: CC(C)NC(=O)N(C)C[C@@H]1Oc2ccc(NC(=O)Nc3ccc4c(c3)OCO4)cc2C(=O)N([C@@H](C)CO)C[C@@H]1C
  TcdB inh = 0.7

71: O=C(OC[C@@H]1[C@H]2c3ccccc3O[C@]1(CO)N=C1Sc3ccc([N+](=O)[O-])cc3C(=O)N12)c1ccccc1
  TcdB inh = 1.5

72: O=C(C[C@@H]1CC[C@H]2[C@@H](COC[C@@H](O)CN2C(=O)Nc2cc(Cl)cc(Cl)c2)O1)N1CCOCC1
  TcdB inh = 0.7

73: C[C@H](CO)N1C[C@H](C)[C@H](CN(C)Cc2ccc3c(c2)OCO3)OCc2ccccc2-c2ccccc2C1=O
  TcdB inh = 0.3

74: COc1cccc(NC(=O)C[C@@H]2CC[C@@H]3[C@H](COc4ccc(NC(=O)c5ccccc5F)cc4C(=O)N3C)O2)c1
  TcdB inh = -0.6

75: CCCC#Cc1cnc2c(c1)C(=O)N([C@H](C)CO)C[C@@H](C)[C@@H](CN(C)C(=O)C1CC1)O2
  TcdB inh = 1.6

76: C[C@H](CO)N1C[C@H](C)[C@@H](CN(C)Cc2ccc3c(c2)OCO3)Oc2c(NC(=O)Nc3ccc(F)cc3)cccc2C1=O
  TcdB inh = 0.1

77: O=C(Cc1ccccn1)NCC[C@@H]1CC[C@H](NC(=O)CN2CCOCC2)[C@@H](CO)O1
  TcdB inh = 0.8

78: C[C@@H]1CN([C@@H](C)CO)C(=O)c2cc(NC(=O)Nc3ccccc3)ccc2O[C@H]1CN(C)S(=O)(=O)c1ccc(F)cc1
  TcdB inh = -3.5

79: Cc1noc(C)c1S(=O)(=O)N(C)C[C@H]1OCCCC[C@@H](C)Oc2ccc(NS(=O)(=O)c3ccc(Cl)cc3)cc2C(=O)N([C@H](C)CO)C[C@@H]1C
  TcdB inh = 0.8

80: COc1ccccc1-c1ccc([C@H]2[C@@H](CO)N(C(=O)C3CC3)[C@H]2C#N)cc1
  TcdB inh = 2.0

81: CCCC#Cc1ccc([C@H]2[C@@H](CO)N3CCCCN(Cc4cccnc4)C[C@@H]23)cc1
  TcdB inh = -1.7
